ADAM10 inh: human ADAM10 inhibitors, primary screen, biochemical, QFRET, HTS; Disintegrin and metalloproteinase domain-containing protein 10 (Homo sapiens), O14672; recombinant ADAM10, EDANS/DABCYL FRET peptide cleavage, 3 h; inhibition, % at 7 µM; 370,000 compounds, 0.62% hits; AID 720582, 2013;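 active = inhibition above a per-campaign cutoff equal to the mean of compounds falling between control-based bounds plus 3 SD, cut at about 20% in these data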;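 note: 0% = DMSO wells while the 100% control is not disclosed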
Target sequence (O14672 214-748 limits assumed): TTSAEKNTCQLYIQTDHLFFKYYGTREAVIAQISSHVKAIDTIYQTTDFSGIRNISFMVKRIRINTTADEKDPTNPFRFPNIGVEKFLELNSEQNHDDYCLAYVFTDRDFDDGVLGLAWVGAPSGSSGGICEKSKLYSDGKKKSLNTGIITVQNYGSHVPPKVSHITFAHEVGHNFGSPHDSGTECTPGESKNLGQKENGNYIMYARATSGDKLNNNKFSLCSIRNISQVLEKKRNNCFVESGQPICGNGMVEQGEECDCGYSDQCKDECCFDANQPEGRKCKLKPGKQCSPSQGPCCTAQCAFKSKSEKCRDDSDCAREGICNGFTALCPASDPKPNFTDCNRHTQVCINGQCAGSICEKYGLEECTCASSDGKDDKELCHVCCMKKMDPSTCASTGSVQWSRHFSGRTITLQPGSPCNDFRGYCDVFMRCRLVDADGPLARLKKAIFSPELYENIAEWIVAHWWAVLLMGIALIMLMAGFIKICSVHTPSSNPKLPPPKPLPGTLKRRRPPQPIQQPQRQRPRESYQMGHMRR
PG9 binder: binders of HIV-1 gp120 antibody PG9, primary screen, biochemical, TR-FRET; TR-FRET gp120-PG9 antibody binding; inhibition, % at 6.7 µM; 360,000 compounds, 0.43% hits; AID 624416, 2012; in the data active = inhibition above about 8.5%
NPR1 activator: GC-A stimulated cGMP production enhancers – HEK293 GC-A cells, cGMP TR-FRET, EC30 ANP, primary screen. 0% at EC30 ANP, 100% saturating ANP. activation, % at 10 µM. 370,000 compounds, 0.14% hits; in the data active = activation above about 40%
ADAM17 inh: ADAM17 inhibitors, primary screen, biochemical, QFRET; recombinant ADAM17, EDANS/DABCYL FRET peptide cleavage; inhibition, % at 6.95 µM; 370,000 compounds, 0.83% hits;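 active = inhibition above the mean of compounds lying between control limits plus 3 SD, set per campaign, cut at about 8.5% in these data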;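 note: 0% = DMSO-only wells as the low control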
DAX1 inh-1: DAX1 (NR0B1) inhibitors, primary screen, cell-based, HEK293, Gal4-DAX1, luciferase luminescence; HEK293 Gal4-DAX1 luciferase reporter; AID 504766, 2011; 340,000 compounds, 0.99% hits; inhibition, % at 6.75 µM;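 active = inhibition above the mean over all tested compounds plus 3 SD, cut at about 4.2% in these data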;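 note: 0% = DAX1-transfected cells with DMSO and 100% = empty-vector control cells with DMSO; inhibition shows as a rise in luminescence from relieved DAX1 repression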
Target sequence (P51843 207-470 limits assumed): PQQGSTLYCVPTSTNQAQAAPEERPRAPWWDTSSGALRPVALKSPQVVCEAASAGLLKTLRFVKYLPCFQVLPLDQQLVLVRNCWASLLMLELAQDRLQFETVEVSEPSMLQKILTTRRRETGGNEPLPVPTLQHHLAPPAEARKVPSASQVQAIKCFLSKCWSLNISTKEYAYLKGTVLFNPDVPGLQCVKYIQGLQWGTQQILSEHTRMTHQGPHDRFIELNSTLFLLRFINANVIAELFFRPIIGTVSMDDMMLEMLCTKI
SMARCA2 activ: SMARCA2 (BRM) function activators, primary screen, cell-based, luminescence, high throughput; AID 652017, 2013; 370,000 compounds, 1% hits; activation, % at 9.1 µM; MG213 cells, MMTV-luciferase reporter, dexamethasone, overnight; in the data active = activation above about 7.8%;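 note: 0% = vehicle wells and 100% = reference activator wells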
FXN GAA850 act: FXN promoter activators, primary screen, cell-based, luciferase luminescence, HEK293 lucGAA850. 360,000 compounds, 0.56% hits. activation, % at 6 µM. HEK293 lucGAA850 FXN promoter luciferase reporter, 24 h; percent of 10 µM SAHA response. AID 540364, 2011;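 active = activation above the average of all compounds screened plus 3 SD, cutoff fixed separately per campaign, cut at about 7.5% in these data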;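 note: 0% = DMSO wells and 100% = 10 µM SAHA wells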
hcDAF12 agonist: H. contortus DAF-12 nuclear receptor activators, primary screen, cell-based, luminescence, HEK293, lit1-tk-luc reporter; HEK293 hcDAF-12 lit1-tk-luc reporter; 0% DMSO, 100% Δ7-dafachronic acid; activation, % at 6.8 µM; 370,000 compounds, 1.4% hits;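 active = activation above the mean of all tested compounds plus 3 SD, cut at about 5.5% in these data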;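 note: 100% = response to 3 µM Δ7-dafachronic acid high control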
ssDAF-12 act: S. stercoralis DAF-12 nuclear receptor activators, primary screen, cell-based, luminescence, HEK293, GRIP1 co-expression, lit1-tk-luc; activation, % at 6.8 µM; HEK293 ssDAF-12/GRIP1 lit1-tk-luc reporter; % of 3 µM dafachronic acid response; AID 652126, 2013; Nuclear hormone receptor DAF-12 (Strongyloides stercoralis); 370,000 compounds, 1% hits;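 active = activation above the mean over all tested compounds plus 3 SD, cut at about 0.9% in these data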;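 note: 0% = DMSO-only wells and 100% = 3 µM delta7-dafachronic acid wells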
hgDAF12 agonist: H. glycines DAF-12 receptor agonists, primary screen, cell-based, luminescence, HEK293, GAL4 fusion, UAS-luciferase | HEK293 GAL4-hgDAF12 UAS-luciferase reporter, agonist luminescence; normalized to butyrate control | AID 687014, 2013 | activation, % at 6.8 µM | 370,000 compounds, 1.8% hits | Nuclear hormone receptor DAF-12 (Heterodera glycines), GAL4 fusion;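 active = activation above a cutoff set at the mean of all screened compounds plus 3 SD, cut at about 10% in these data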;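 note: 0% = DMSO wells and 100% = sodium butyrate wells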
DAX1 inh-2: DAX1 (NR0B1) inhibitors on StAR promoter, primary screen, cell-based, luminescence, SF-1 (NR5A1), full-length DAX-1; HEK293T StAR-luciferase reporter, SF-1/DAX-1 repression relief; inhibition, % at 6.8 µM; 370,000 compounds, 1.1% hits; AID 652010, 2013;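 active = inhibition above the mean over all tested compounds plus 3 SD, cut at about 3.6% in these data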;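 note: 0% = DAX-1 cells with DMSO and 100% = cells lacking DAX-1 with DMSO; higher inhibition means more luminescence from relief of DAX-1 repression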
* hit, by the source's call; i = inactive; . = not tested or not shown.

SMILES	ADAM10 inh	PG9 binder	NPR1 activator	ADAM17 inh	DAX1 inh-1	SMARCA2 activ	FXN GAA850 act	hcDAF12 agonist	ssDAF-12 act	hgDAF12 agonist	DAX1 inh-2
COC(=O)c1cccc(Cn2c(Cl)c(/C=N/Nc3ccccc3C)sc2=O)c1	14	-2.5	2	9.5*	3.5	2	-1.3	3.8	-0.9	-0.2	-0.1
CCC(=O)Oc1ccc(C(CC)C(CC)c2ccc(OC(=O)CC)cc2)cc1 (stereo not given)	-8	-1.4	2	-6	0.5	-5	0.5	-1.5	-1.7	0.6	-0.2
CCOC(=O)c1cccc(S(=O)(=O)N2CCCC2)c1	9	-3.0	1	5	-0.5	-5	1.4	2.6	-1.2	2.5	0.3
CCNC(=S)N(CCc1c(C)[nH]c2ccc(F)cc12)Cc1cccnc1	-1	-1.2	-11	-4	-1.6	-2	-1.6	-2.1	-1.1	-1.1	0.0
Cc1cc(NCCCn2ccnc2)n2nc(-c3ccc(Cl)cc3)cc2n1	-31	1.8	0	-7	-0.3	2	5.6	3.2	-1.1	3.1	0.0
O=C(Nc1ccc(N2CCCC2)cc1)c1cccc(-c2cc3ccccc3oc2=O)c1	8	-0.1	0	2	-0.3	-1	0.6	-3.1	-1.5	-0.9	-1.1
Cc1nc([N+](=O)[O-])c(SCC(O)CCl)n1Cc1ccc(Cl)cc1 (stereo not given)	9	-2.7	-4	0	-0.6	1	0.1	-1.8	-1.0	-3.8	0.0
S=C(NCCCc1cnc[nH]1)NCCCN(Cc1ccc(Cl)cc1)c1ccc(Br)cn1	10	-1.5	-4	7	.	-5	2.9	-3.2	-1.5	-7.3	-6.2
COc1ccccc1NC(=S)N(CCCN(C)C)Cc1cc2cc3c(cc2[nH]c1=O)OCO3	-243	-2.2	2	-76	0.6	8.0*	0.5	0.0	-0.7	-1.6	0.5
Cc1cc2ccccn2c1C(C[N+](=O)[O-])c1ccc(N(C)C)cc1 (stereo not given)	3	-4.7	11	7	1.0	-2	1.2	5.2	0.6	2.6	0.5
CC(C(=O)Nc1ccccc1)N1CCN(C(=O)c2ccco2)CC1 (stereo not given)	-6	0.2	0	0	-0.1	-1	0.7	1.0	-0.8	1.7	1.0
Cc1cc(N)n(-c2ccc3ccccc3c2)n1	5	-0.8	2	4	1.7	-1	2.0	3.5	-0.7	5.0	0.7

Given with two lines to a compound: eleven of the compounds above
Below each compound: ADAM10 inh	PG9 binder	NPR1 activator	ADAM17 inh	DAX1 inh-1	SMARCA2 activ	FXN GAA850 act	hcDAF12 agonist	ssDAF-12 act	hgDAF12 agonist	DAX1 inh-2
CCC(=O)Oc1ccc(C(CC)C(CC)c2ccc(OC(=O)CC)cc2)cc1 (stereo not given)
  -8	-1.4	2	-6	0.5	-5	0.5	-1.5	-1.7	0.6	-0.2
CCOC(=O)c1cccc(S(=O)(=O)N2CCCC2)c1
  9	-3.0	1	5	-0.5	-5	1.4	2.6	-1.2	2.5	0.3
CCNC(=S)N(CCc1c(C)[nH]c2ccc(F)cc12)Cc1cccnc1
  -1	-1.2	-11	-4	-1.6	-2	-1.6	-2.1	-1.1	-1.1	0.0
Cc1cc(NCCCn2ccnc2)n2nc(-c3ccc(Cl)cc3)cc2n1
  -31	1.8	0	-7	-0.3	2	5.6	3.2	-1.1	3.1	0.0
O=C(Nc1ccc(N2CCCC2)cc1)c1cccc(-c2cc3ccccc3oc2=O)c1
  8	-0.1	0	2	-0.3	-1	0.6	-3.1	-1.5	-0.9	-1.1
Cc1nc([N+](=O)[O-])c(SCC(O)CCl)n1Cc1ccc(Cl)cc1 (stereo not given)
  9	-2.7	-4	0	-0.6	1	0.1	-1.8	-1.0	-3.8	0.0
S=C(NCCCc1cnc[nH]1)NCCCN(Cc1ccc(Cl)cc1)c1ccc(Br)cn1
  10	-1.5	-4	7	.	-5	2.9	-3.2	-1.5	-7.3	-6.2
COc1ccccc1NC(=S)N(CCCN(C)C)Cc1cc2cc3c(cc2[nH]c1=O)OCO3
  -243	-2.2	2	-76	0.6	8.0*	0.5	0.0	-0.7	-1.6	0.5
Cc1cc2ccccn2c1C(C[N+](=O)[O-])c1ccc(N(C)C)cc1 (stereo not given)
  3	-4.7	11	7	1.0	-2	1.2	5.2	0.6	2.6	0.5
CC(C(=O)Nc1ccccc1)N1CCN(C(=O)c2ccco2)CC1 (stereo not given)
  -6	0.2	0	0	-0.1	-1	0.7	1.0	-0.8	1.7	1.0
Cc1cc(N)n(-c2ccc3ccccc3c2)n1
  5	-0.8	2	4	1.7	-1	2.0	3.5	-0.7	5.0	0.7

(listing goes on)
SMILES	ADAM10 inh	PG9 binder	NPR1 activator	ADAM17 inh	DAX1 inh-1	SMARCA2 activ	FXN GAA850 act	hcDAF12 agonist	ssDAF-12 act	hgDAF12 agonist	DAX1 inh-2
COc1ccc(C(C(=O)NC(C)(C)C)n2c(-c3ccc(C(F)(F)F)cc3)nc3ccccc32)cc1 (stereo not given)	-26	1.4	2	-7	.	2	.	-0.8	-0.7	3.6	0.7
Cc1sc2ncnc(N3CCC(C(=O)Nc4nnc(SCc5ccccc5F)s4)CC3)c2c1C	-3	-1.0	-2	1	0.2	1	2.8	1.4	-1.1	-0.7	0.3
COc1ccc(S(=O)(=O)N2CCCCC2)cc1NC(=O)CCNC(=O)c1ccccc1Cl	-9	-2.8	1	-1	-1.5	-1	2.7	-0.5	-1.0	-0.6	-1.9
CC(=O)NC/C(C)=N\Nc1ccc([N+](=O)[O-])cc1	0	0.5	0	0	1.5	-4	-0.5	-3.1	-1.4	-0.3	0.6
CCC(C(=O)NCCc1ccc(S(N)(=O)=O)cc1)c1ccccc1 (stereo not given)	3	-1.4	5	-6	1.7	-3	0.8	0.4	-1.9	-1.4	0.2
O=C(COC(=O)c1ccccc1)Nc1cc(S(=O)(=O)N2CCCCCC2)ccc1Cl	0	-2.1	-4	-3	-0.5	4	1.6	-0.1	-1.2	-0.8	0.4
COc1ccc(N2CCN(C(=O)Cc3ccc(OC)c(OC)c3)CC2)cc1	0	-0.6	-3	-6	0.6	-3	0.4	-2.9	-1.9	-1.5	-1.1
O=C(Cc1coc(-c2ccc(F)cc2)n1)NC1CCCCC1	5	-1.2	2	-1	-0.8	0	-0.2	-2.0	-1.3	-3.2	-0.4
CCCc1cc(=O)oc2c(C)c(O)c(CN3CCCCC3)cc12	i	1.9	4	i	-1.0	-2	-1.0	0.9	-1.4	-0.3	-0.2
COc1cc(CNCCCN2CCOCC2)ccc1OCC(=O)NC(C)(C)C	12	0.4	6	-4	0.3	3	2.1	-0.1	-1.3	2.8	0.0
CCCN(CCC)CC(O)CN(c1cc([N+](=O)[O-])ccc1OC)S(=O)(=O)c1ccccc1 (stereo not given)	1	-1.0	-9	-2	1.2	-3	-1.6	0.9	-1.1	0.5	-0.1
CC(=O)Nc1ccc(S(=O)(=O)NCCS(=O)(=O)N2CCN(c3ccccc3)CC2)cc1	-5	-0.8	-1	-5	-0.9	-2	-1.2	-3.2	-1.6	-1.2	-1.1
COc1cc(NC(=O)c2cc(-c3ccccc3)on2)cc(OC)c1OC	10	-0.1	6	2	-0.9	0	0.3	-4.4	-2.1	-2.2	-0.7
O=c1[nH]cc(N(CCO)CCO)c(=O)[nH]1	12	-2.7	1	-3	1.1	0	2.2	0.7	-0.3	-1.3	-0.8
Cc1ccc2nc(N(CCCN(C)C)C(=O)CN3C(=O)c4ccccc4C3=O)sc2c1	2	1.1	2	-2	-0.3	-2	-2.4	-1.7	-1.9	-2.5	-0.6
CCN1CCN(Cc2c(O)ccc3c(=O)c(-c4ccc(OC)c(OC)c4)c(C(F)(F)F)oc23)CC1	-12	-0.5	3	-7	-1.4	-4	-0.6	-1.2	-1.8	1.1	-0.4
CC(Cl)C(=O)Nc1ncc(C(F)(F)F)cc1Cl (stereo not given)	-50	-0.7	-1	-11	1.9	-1	-3.7	-0.3	-0.7	5.8	-1.9
CS(=O)(=O)c1cccc(-c2csc(N3CCC(C(N)=O)CC3)n2)c1	3	-1.9	7	2	0.5	5	0.6	1.8	-0.9	4.2	0.7
Cc1cccc(C(=O)Nc2nc3ncccn3c2-c2ccccc2)c1	-227	.	1	-67	.	0	.	-0.1	-1.1	-1.7	-0.8
COc1cccc(NC(=O)CSc2nnc(-c3cccs3)n2C)c1	2	-0.8	-3	2	-1.2	0	-1.2	-3.1	-1.6	-0.1	-0.4
O=C(COc1cc2oc(=O)c3c(c2cc1Cl)CCC3)Nc1ccc(CN2CCOCC2)cc1	-11	-3.0	0	-6	0.5	2	1.5	-1.2	-1.1	1.9	-0.9
COc1cc(NC(=O)C/C(C)=N/NC(=O)C(=O)NC2CCCCC2)c(OC)cc1Cl	3	1.0	-3	2	2.7	0	1.7	1.3	-0.9	-1.3	0.8
Cc1ccc(CC(=O)Nc2ccc(S(=O)(=O)N3CCOCC3)cc2)cc1	4	0.1	-2	0	-0.2	-3	0.6	-0.1	-0.2	2.6	0.2
Oc1c(C(c2cccs2)N2CCOCC2)sc2ncnn12 (stereo not given)	2	-0.7	-1	0	-0.4	0	0.4	2.2	-0.7	0.5	0.2
COc1ccc(NC(=O)C(CC(C)C)NC(=O)C2CCC(C)CC2)cc1 (stereo not given)	3	1.4	0	4	1.0	3	-0.9	-1.4	-0.6	-0.7	0.6
CCN1CCN(C(=O)CN(Cc2ccccc2)S(C)(=O)=O)CC1	2	0.4	0	0	1.0	2	0.8	-1.8	-1.6	0.8	-0.8
CCC(C(=O)O)N1C(=O)C2CCCCC2C1=O (stereo not given)	10	-0.9	4	-2	3.9	4	-0.1	-1.3	-0.3	0.2	1.1
O=C(c1ccc(Cl)s1)N1CCN(S(=O)(=O)c2ccc(Cl)cc2)CC1	-12	1.8	-16	-3	1.2	-3	-0.4	-1.3	-0.1	0.1	0.6
O=[N+]([O-])/C=C/c1cc2ccccc2[nH]1	6	-3.9	8	1	0.1	-1	-0.2	5.8*	0.4	5.5	0.0
COc1ccc(/C=C/c2nc3ccccc3n2C)cc1	-122	-1.4	-3	-44	-4.0	-4	-9.0	-3.6	-2.8	-12	-1.6

Screening results as filed in PubChem BioAssay.
